ER stress surv = ER stress cell death inhibition; CSM14.1 thapsigargin ER stress survival, ATP luminescence; relative survival (cellular ATP), % at 15 µg/mL (by protocol); hit rate 0.33% among 48,000; AID 1010;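 active = survival measured by cellular ATP above 50% at 15 µg/ml in the first screen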;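 also: cell death triggered by about 15 µM thapsigargin; ATP read 24 h after thapsigargin was added; plate controls were thapsigargin with DMSO for no effect and DMSO without thapsigargin for full effect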
The depositor's hits bear a star. Not all compounds are listed. The share of hits here may be higher or lower than overall.

The first 3 entries as a preview:
canonical_smiles	ER stress surv
O=C(CSc1nc2ccccc2[nH]1)OCc1ccccc1	1.8
COc1ccc(C(=O)NN2C(=O)C3C4C=CC(C5CC45)C3C2=O)cc1 (stereo not drawn)	6.2
COc1ccc(CN2CCN(CCCc3ccccc3)CC2)c(OC)c1	-1.6

Results, repeating the preview:
canonical_smiles	ER stress surv
O=C(CSc1nc2ccccc2[nH]1)OCc1ccccc1	1.8
COc1ccc(C(=O)NN2C(=O)C3C4C=CC(C5CC45)C3C2=O)cc1 (stereo not drawn)	6.2
COc1ccc(CN2CCN(CCCc3ccccc3)CC2)c(OC)c1	-1.6
C/C(=N\Nc1nc(-c2ccc(C)cc2)nc2ccccc12)c1ccccc1	-3.7
CC(C)CNC(=O)c1cccc(NC(=O)/C=C/C(=O)O)c1	-1.7
COC(=O)/C(C#N)=C/c1ccc(-c2ccc(S(N)(=O)=O)cc2)o1	5.9
CSc1ccccc1NC(=O)c1nn2c(c1Cl)NC(c1ccco1)CC2C(F)(F)F (stereo not drawn)	-4.5
CCOC(=O)/C(C(N)=NCCO)=C(/O)OCC	6.3
O=C(NN1C(=O)c2ccc(Oc3ccc([N+](=O)[O-])cc3)cc2C1=O)c1ccco1	11.4
O=C(O)C1CCCCC1C(=O)N1CCN(c2ccc(Cl)cc2)CC1 (stereo not drawn)	-4.9
O=C(N/N=C/c1ccc(Br)c([N+](=O)[O-])c1)c1cccs1	7.1
COc1ccc(C(=O)Nc2ccc(I)cc2Cl)cc1Cl	0.6
Cc1ccc(NCCC(=O)c2cccc([N+](=O)[O-])c2)cc1	8.2
CC(C)N1CCC(=NNC(=O)COc2ccc(Cl)cc2Cl)CC1	9.4
O=C1NC(=O)N(c2ccccc2)C(=O)/C1=C\c1ccc(OCc2ccc(F)cc2)cc1	5.5
Cc1cc(C)cc(N2C(=O)NC(=O)/C(=C\c3ccc(N(C)C)o3)C2=O)c1	-4.4
c1ccc(OCCSc2nc3ccccc3s2)cc1	3.5
O=C(NCCc1ccccc1)c1ccc(Cl)c([N+](=O)[O-])c1	-0.8
Cc1cccc(OCC(=O)N/N=C/c2cccn2-c2ccc([N+](=O)[O-])cc2)c1	14.1
CCN(CC)c1ccc(NC(=O)c2cncc(Br)c2)cc1	-0.2

(next part)
canonical_smiles	ER stress surv
COc1cc2c(cc1OC)C(/C(=N/O)C(C)=O)=NCC2	-4.5
Oc1ccc(/C=N/Nc2cc(N3CCOCC3)nc(N3CCOCC3)n2)cc1O	-0.9
CCOC(=O)c1ccc(NC(=O)c2cc(Cl)ccc2OC)cc1	-2.2
OC1(C#CCN(C2CCCCC2)C2CCCCC2)CCCCC1	-2.0
CC(C)CCNC(=O)Cc1ccccc1[N+](=O)[O-]	5.1
COc1cc2c(C)nc3c(c(C)nn3C)c2cc1OC	3.7
CC1=Nc2cc(-c3cccc(Br)c3)nn2C(=O)C1	0.1
CC(=O)NS(=O)(=O)c1ccc(NC(=O)c2c(-c3ccccc3)noc2C)cc1	-2.9
O=C1NC(=O)N(c2ccccc2)C(=O)/C1=C/c1cccc(O)c1	5.0
O=C1c2ccccc2C(=O)c2c1c(-c1ccccc1)nn2-c1ccccc1	-2.9
COc1ccc(OC)c(C2/C(=C(\O)c3ccc(Cl)cc3)C(=O)C(=O)N2CCCCCC(=O)O)c1 (stereo not drawn)	-1.4
COc1ccccc1OCCNC(=O)c1cccc2ccccc12	11.2
O=C(CN1C(=O)/C(=C/c2ccc(Br)cc2)SC1=S)Nc1nccs1	11.7
Cc1ccc(-c2noc(COc3ccc(Cl)cc3C)n2)cc1	4.9
CCN(CC)c1ccc(/C=N\N2CCN(c3ccccc3)CC2)c(O)c1	8.1
COc1ccc(C2(O)CN(c3ccccc3)C3=[N+]2CCCS3)cc1 (stereo not drawn)	-4.9
CCOc1ccc(N2C(=O)CC(N(Cc3ccco3)C(=O)c3ccc(Cl)cc3)C2=O)cc1 (stereo not drawn)	27.8
O=[N+]([O-])c1cc(C2N(c3ccccc3)CCN2c2ccccc2)ccc1Cl	3.0
CC(=O)Nc1nonc1OCCOc1nonc1NC(C)=O	20.0
CN(C)CCN1C(=O)C(=O)/C(=C(/O)c2ccccc2)C1c1ccccc1F (stereo not drawn)	6.6

(cont.)
canonical_smiles	ER stress surv
Cc1cccc(N2CCN(C(=O)/C=C/c3ccc(Cl)cc3)CC2)c1C	-0.6
CCOC(=O)c1c(NC(=O)C(C)C)sc(C(N)=O)c1C	9.5
NS(=O)(=O)c1ccc(Nc2nc(-c3ccncc3)cs2)cc1	7.0
CCOc1ccccc1N1CCN(C(=O)COc2ccc(Cl)cc2C)CC1	12.5
CCOC(=O)COc1ccc(/C=C2/C(=O)NN(c3ccc(I)cc3)C2=O)cc1OC	12.7
CCOC(=O)c1ccccc1NC(=O)CN(c1cccc(OC)c1)S(=O)(=O)c1ccccc1	8.4
CCCCCNC(=O)c1ccc(C(=O)NCCCCC)cc1	-0.2
CCOc1ccc(NC(=O)c2cc(Cl)ccc2Cl)cc1	5.7
COc1ccc(C(NC(=O)/C=C\c2cccc([N+](=O)[O-])c2)c2ccc(OC)c(OC)c2)cc1OC	3.9
CC(=O)N(C1=C(N2CCOCC2)C(=O)c2ccccc2C1=O)c1ccccc1	-5.5
CCN(CC)Cc1cc2ccccc2c2c1COC2	-2.9
O=C(COc1ccc(Cl)cc1Cl)NCCCOCC(=O)Oc1ccc(Cl)cc1Cl	-2.3
CCOC(=O)C1(C)C=C(Nc2ccc(Cl)cc2)C(=O)N1c1ccc(Cl)cc1 (stereo not drawn)	2.5
CCn1c(=O)c(C(=O)Nc2ccccc2Br)c(O)c2ccccc21	-0.9
C=CCn1c(N)c(C(=O)NCC2CCCO2)sc1=S (stereo not drawn)	0.6
O=C1CC(c2ccccc2)CC2=C1C(c1cc(Br)ccc1F)Nc1ccccc1N2 (stereo not drawn)	79.7*
O=C(Nc1ccccc1)N1CCN(C(=O)Nc2ccccc2)CC1	11.4
NNC(=O)COc1ccccc1-c1ccccc1	-11.2
Cc1ccc(N2C(=O)CSC2c2cccc([N+](=O)[O-])c2)c(C)c1 (stereo not drawn)	-4.9
Cc1ccc(N2C(=O)CSC2c2ccc(Br)cc2)cc1 (stereo not drawn)	-0.7

(further entries)
canonical_smiles	ER stress surv
CCc1ccccc1N(CC(=O)Nc1ccc(OC)cc1OC)S(C)(=O)=O	1.1
Cc1ccc(NC2C=CS(=O)(=O)C2)cc1C (stereo not drawn)	0.7
CCOc1ccc(NC(=O)c2ccc(S(=O)(=O)N3CCOCC3)cc2)c([N+](=O)[O-])c1	13.4
O=C(COc1ccc(Br)cc1)Nc1ccc(-c2nc3ccccc3s2)cc1	6.9
COc1ccc(/C=C2/SC(N3CCN(C(=O)CN4C(=O)S/C(=C\c5ccccc5F)C4=O)CC3)=NC2=O)cc1	2.1
N/C(=N\c1nc2ccccc2o1)NC(=O)c1cccc(F)c1	3.8
Cc1ccc(C23CC4CC(C2)CC(c2csc(N)n2)(C4)C3)cc1	0.2
COC(=O)c1ccc(/C=C2\SC(=O)N(NC(=O)c3ccc([N+](=O)[O-])cc3)C2=O)cc1	0.6
CCC(=O)Nc1nc(C23CC4CC(CC(C4)C2)C3)c(C)s1	3.6
CC1CCCCN1C(=O)c1cc2nc(-c3cccs3)cc(C(F)(F)F)n2n1 (stereo not drawn)	-7.2
Cc1ccc(-c2csc(NC(=O)c3ccccc3Cl)n2)cc1	6.0
Cc1ccc(OCC(=O)N/N=C\c2ccco2)cc1	13.7
Cc1ccc(N2C(=O)CC(Sc3nc(C)cc(C)n3)C2=O)cc1 (stereo not drawn)	8.1
NC(=O)c1cccc(N=Cc2ccc(OCc3ccccc3)cc2)c1	7.1
Cc1cc(C)cc(C=C2C(=O)c3ccccc3C2=O)c1	7.2
COc1cc(NC(=O)c2nn3c(c2Cl)NC(c2cccs2)CC3C(F)(F)F)cc([N+](=O)[O-])c1 (stereo not drawn)	8.1
COc1ccc(CNc2ccc3c(c2)nc(C)n3C)cc1OC	-2.7
Cc1cccc(NC(=O)c2c(C)c(-c3ccccc3)nc3ccccc23)c1C	-1.2
CCOC(=O)/C(C#N)=C/c1ccc(OCc2c(C)no[n+]2[O-])c(OC)c1	-2.8
Cc1cccc(OCC(=O)N2CCc3ccccc3C2)c1	6.0

(listing goes on)
canonical_smiles	ER stress surv
COc1ccc(N(CC(=O)NCc2ccccc2)S(=O)(=O)c2ccc(C)cc2)c(OC)c1	-1.7
CCN1C(=O)/C(=C\c2nc3ccccc3c(=O)n2C)c2ccccc21	5.1
N#CSCCCOc1ccccc1F	-3.0
O=Cc1cccc(OCc2c(F)cccc2Cl)c1	-2.5
Cc1ccccc1OC1=NS(=O)(=O)c2ccccc21	13.7
COc1ccccc1CNC(=O)c1c(-c2ccccc2Cl)noc1C	12.5
O=C(NNc1nc2ccccc2s1)c1cccnc1	4.0
COc1ccc(OCC(O)CN2C(=O)c3ccccc3C2=O)cc1 (stereo not drawn)	-2.6
COc1cccc(N(C=O)C(=O)C2C3C=CC(C3=C3CCCC3)C2C)c1 (stereo not drawn)	-2.0
O=[N+]([O-])c1cc(-n2ncnc2-c2cccc(Cl)c2)ccc1F	0.9
O=C(NCC1CCN(C(=O)c2ccc(Cl)c(Cl)c2)CC1)c1ccc(Cl)c(Cl)c1	-6.3
O=C(/C=C/c1ccco1)Nc1ccccc1-c1ccccc1	3.9
COC(=O)C1=C(C)NC2=C(C(=O)c3ccccc32)C1c1ccc(OCc2ccc([N+](=O)[O-])cc2)cc1 (stereo not drawn)	7.7
O=S(=O)(Nc1ccc(Br)cn1)c1ccc2ccccc2c1	4.9
O=C1NN(c2ccc(Cl)c(Cl)c2)C(=O)/C1=C/c1cccc(Br)c1	3.4
Cn1c2c(c(=O)n(C)c1=O)C(c1ccc(F)cc1)C1=C(N2)c2ccccc2C1=O (stereo not drawn)	2.7
O=C1/C(=C\c2cccc(O)c2)SC(=S)N1c1ccc(F)cc1	-2.9
CC1=NN(C(=O)c2ccccc2Cl)C(O)(c2ccccc2)C1 (stereo not drawn)	-3.8
O=C(COc1ccc(Cl)cc1Cl)Oc1ccccc1[N+](=O)[O-]	4.1
COc1ccc(CN2C(=O)NC(=O)/C(=C\C=C\c3ccco3)C2=O)cc1	2.3

Following part.
canonical_smiles	ER stress surv
C=CCOc1ccc(/C=C2/N=C(C)C(C(=O)OCC)=C2O)cc1OC	13.2
CC1CC2(C)Oc3ccccc3C3OCC1(COC(=O)Nc1ccccc1)C(C)C32 (stereo not drawn)	4.2
O=C(CSc1nnc(-c2ccco2)n1-c1ccccc1)Nc1cccc([N+](=O)[O-])c1	15.7
Cc1c(C(=O)Oc2c(Br)cc(Br)cc2Br)cccc1[N+](=O)[O-]	9.0
O=C(Nc1ccc(Cc2ccc(NC(=O)C(F)(F)F)c(Cl)c2)cc1Cl)C(F)(F)F	4.9
CC1(c2ccccc2)CC(C)(C)N(C(=O)CN2CCCCC2)c2ccccc21 (stereo not drawn)	-2.2
FC(F)(F)c1ccc2nnc(-c3cccc(Cl)c3Cl)n2c1	-3.2
O=C1C(=O)N(c2ccccc2)C(c2ccc3c(c2)OCO3)/C1=C(\O)c1ccc(Br)cc1 (stereo not drawn)	-0.4
CC(C)N(C(=O)c1ccccc1F)C(C)C	3.2
COc1cc2ccccc2cc1C(=O)Nc1ccc(Cl)c(Cl)c1	0.7
COc1cc(F)ccc1S(=O)(=O)N1CCC(C)CC1	5.4
C=CCN1C(=O)/C(=C2\SC(=S)N(Cc3ccccc3)C2=O)c2ccccc21	9.4
COc1ccc(C(=O)Nc2ccc(C)c([N+](=O)[O-])c2)cc1OC	3.8
CC1=NN(c2ccc(S(N)(=O)=O)cc2)C(=O)/C1=C\c1cccs1	-4.1
Cc1ccc(S(=O)(=O)N2CCSC2c2ccccc2)cc1 (stereo not drawn)	1.8
O=C(CSCc1ccccc1)Nc1nccs1	2.5
COC(=O)c1cc(NC(=O)c2cc(-c3cccc(OC)c3)nc3ccccc23)cc(C(=O)OC)c1	0.5
COC(=O)C1=C(C)N(CC2CCCO2)C(=O)/C1=C\c1ccc(OC)c([N+](=O)[O-])c1 (stereo not drawn)	-1.5
CC(C)(C)NC(=O)c1cc2c(ccc3ccccc32)oc1=O	1.9
COc1ccc(C2C(C(=O)OCCOc3ccccc3)=C(C)NC3=C2C(=O)CC(C)(C)C3)c(OC)c1 (stereo not drawn)	6.1

(continued)
canonical_smiles	ER stress surv
Cc1cc(Cl)c2cc(C(=O)O)ccc2n1	6.8
N#C/C(=C\c1c[nH]c2ccccc12)c1ccc([N+](=O)[O-])cc1	8.9
CCc1cccc(C)c1NC(=O)CSc1nnnn1-c1ccccc1	1.1
Cc1ccc(C(=O)N/C(=C/c2cccnc2)C(=O)Nc2ccc(Br)cc2)cc1	6.2
O=[N+]([O-])c1ccc(N2CCN(CCO)CC2)cc1NC(c1ccccc1)c1ccccc1	-2.5
COc1ccc(CC(=O)Nc2cc([N+](=O)[O-])ccc2C)cc1OC	4.7
Cc1ccccc1NC(=O)c1ccc(-c2ccccc2)cc1	0.3
CNC(=O)C(=O)NCCc1ccc(Cl)cc1	3.1
Cc1ccc(N2CC(C(=O)Nc3cccc(C)c3C)CC2=O)cc1 (stereo not drawn)	-0.8
CCC(Sc1nc(C)cc(C)n1)C(=O)N1c2ccccc2Sc2ccccc21 (stereo not drawn)	2.6
CSCCNS(=O)(=O)c1ccc(NC(C)=O)cc1	6.5

Screening data as filed in PubChem BioAssay.
